Compound activity from PubChem.
BRCT PPI red: disrupts BRCA1 BRCT binding to phosphoprotein, red fluorophore readout | P38398 | BRCT-phosphopeptide binding, red fluorescence polarization | Potency, µM (titrated, usually from 76.9 µM), inactives show at the top dose activity change, negative = inhibition, most hits filed as inhibitors | 75,000 compounds, 0.03% hits | AID 892; also: % is scaled to controls: 0 for no effect and ±100 for the full control effect
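Fluorescence polarization: 100 nM His-tagged BRCA1 BRCT with 100 nM TAMRA-labelled phospho-BACH1 decapeptide, phosphate buffer pH 7.3 with 150 mM NaCl, DTT, 0.01% Tween 20; 12 min RT. Binding inhibition seen as FP decrease.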
CRE Fsk mod: modulators of forskolin-stimulated CRE signaling in CHO cells | CHO CRE-bla reporter (cAMP response element driving beta-lactamase), forskolin EC10, beta-lactamase ratio | Potency, µM (titrated, usually from 38.2 µM), for the others: top-dose activity change, negative = inhibition, actives largely listed as activators | 71,000 compounds, 2.5% hits; active = well fitted activation curve with a large enough effect in the signal ratio, with a control signal flat, not every such curve was filed as active; inconclusive = small, poorly fitted or top-dose-only effect, or effect the other way, or a change in a side signal; the % refers to the signal ratio; also: potency is read from the fitted curve at half-maximal effect; % of control where 0% means no effect
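Modulation of forskolin signalling: compounds in titration series added with EC10 NKH 477 to CHO cells carrying a CRE-driven beta-lactamase reporter, 3 h, 37C. CCF4 FRET ratio (460/530 nm, ex 405 nm) gives %activity and AC50.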
ALOX15 inhib: 15-hLO (ALOX15) enzyme inhibition. P16050. purified 15hLO-1, xylenol orange hydroperoxide absorbance. Potency, µM (series often up to 57.1 µM), for inactives: at the highest dose activity change, negative = inhibition, usual class: inhibitors. 74,000 compounds, 1.4% hits; also: potency is read from the fitted curve at half-maximal effect; % is scaled to controls: 0 for no effect and ±100 for the full control effect; nearly all actives have a fitted effect of over 55% in size
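Inhibition is scored from a chromogenic endpoint. After 15 min enzyme-compound contact, arachidonic acid (50 uM final) reacts 6 min with 40 nM 15hLO-1 at room temperature, then Fe-XO reagent is added for 30 min and absorbance ratio recorded.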
USP2a inh: inhibitors of human ubiquitin-specific protease USP2a; O75604; USP2a enzymatic assay, qHTS inhibition; Potency, µM (titrated, usually from 38.3 µM), for the others: at the highest dose activity change, negative = inhibition, hits mostly inhibitors; 60,000 compounds, 0.1% hits;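 also: potency is read from the fitted curve at half-maximal effect; nearly all actives have a fitted effect of over 60% in size; plate controls were DMSO for no effect and NEM full inhibition control for full effect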
Target sequence (O75604 whole entry, looked up): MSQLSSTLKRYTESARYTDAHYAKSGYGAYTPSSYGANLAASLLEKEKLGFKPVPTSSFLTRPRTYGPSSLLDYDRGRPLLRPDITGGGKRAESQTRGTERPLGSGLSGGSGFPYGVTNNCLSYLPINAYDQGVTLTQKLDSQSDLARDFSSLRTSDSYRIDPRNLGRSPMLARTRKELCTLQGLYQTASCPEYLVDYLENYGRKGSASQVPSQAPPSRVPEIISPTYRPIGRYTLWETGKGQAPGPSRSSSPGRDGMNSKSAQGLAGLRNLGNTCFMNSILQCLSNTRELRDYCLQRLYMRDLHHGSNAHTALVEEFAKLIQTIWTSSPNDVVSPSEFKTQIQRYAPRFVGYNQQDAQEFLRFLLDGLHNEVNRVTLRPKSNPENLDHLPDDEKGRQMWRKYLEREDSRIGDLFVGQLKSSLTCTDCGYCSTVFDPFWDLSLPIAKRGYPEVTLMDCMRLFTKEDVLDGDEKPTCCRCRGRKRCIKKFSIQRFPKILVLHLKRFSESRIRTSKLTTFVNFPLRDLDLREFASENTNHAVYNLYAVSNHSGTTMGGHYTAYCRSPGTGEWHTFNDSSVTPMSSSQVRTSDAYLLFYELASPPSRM
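Coupled readout: USP2-cleaved Ub-PLA2 (20nM final) turns over NBD C6-HPC (20uM final), Ex 460nm/Em 535nm after 2.5 h, time-zero read flagging artifacts. Enzyme (20nM final, pH 8.0 Tris) given 30 min RT with compound first; NEM defines full inhibition.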
HBB splicing: modulators of hemoglobin beta chain splicing. Potency, µM (doses to about 46.1 µM), inactives show at the highest dose activation, hits mostly activators. 65,000 compounds, 0.06% hits. HBB splicing reporter cell assay, activation; EGFP reporter with mutant IVS2-654 intron; response scale: normalised to 500 nM splice-correcting PNA. AID 925; also: potency is read from the fitted curve at half-maximal effect; 0% is about no effect
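Compounds were applied for 2 days to HeLa EGFP-654 cells, 500/well in Optimem with 2% FCS. The reporter's EGFP is disrupted by mis-splicing of beta-globin intron IVS2-654. Readout: summed well GFP fluorescence from 488 nm laser scanning; reference was 500 nM antisense […] 654 PNA.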
UbGFP stabilizer: ubiquitin-GFP accumulation via proteasome inhibition. Potency, µM (doses to about 45.9 µM), for the others: at the highest dose activation (GFP accumulation), actives largely listed as activators. Ubiquitin-GFP reporter cells, proteasome inhibition, GFP fluorescence; response scale: untreated = 0%, 10 µM MG-132 = 100%. 67,000 tested, under 10 active; active = well fitted activation curve with a large enough effect, not every such curve was filed as active; inconclusive = small, poorly fitted or top-dose-only effect, or another doubt; inactive = no such curve, though single readings can be large or run the other way; also: potency is read from the fitted curve at half-maximal effect
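GFP accumulation read-out: laser plate cytometry counting ubiquitin(G76V)-GFP-expressing U2OS cells after 4 hr compound exposure at 37 °C. Titrations spanned 46 uM to 2.9 nM; 0% = basal, 100% = 10 uM MG-132; concentration-response curves fitted.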
BRCT inh green: blocks human BRCA1 BRCT binding to phosphopeptide, green readout; P38398; BRCA1 BRCT-phosphopeptide binding, green fluorescence polarization; Potency, µM (top dose mostly 76.9 µM), for the others: at the highest dose activity change, negative = inhibition, most hits filed as inhibitors; 75,000 compounds, 0.05% hits;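 also: potency is read from the fitted curve at half-maximal effect; plate controls were peptide without protein for full effect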
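Fluorescence polarization: His-tagged BRCT (~35 kDa BRCA1 C-terminus, 250 nM) bound to 100 nM fluorescein-labeled phosphorylated 10-aa BACH1 peptide, pH 7.3 phosphate buffer with DTT and Tween 20. Compounds incubated 12 min at room temperature; inhibition read as lowered polarization.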
HADH2 inh: HADH2 (human) dehydrogenase inhibition; Q99714; recombinant HADH2, NADH fluorescence, beta-hydroxybutyryl-CoA; Potency, µM (highest dose often 57.1 µM), for inactives: top-dose activity change, negative = inhibition, usual class: inhibitors; 73,000 compounds, 3.4% hits; AID 886; also: potency is read from the fitted curve at half-maximal effect; % is scaled to controls: 0 for no effect and ±100 for the full control effect; nearly all actives have a fitted effect of over 60% in size; many of its hits are not listed in these tables
Target sequence (Q99714 whole entry, looked up, one chain of several): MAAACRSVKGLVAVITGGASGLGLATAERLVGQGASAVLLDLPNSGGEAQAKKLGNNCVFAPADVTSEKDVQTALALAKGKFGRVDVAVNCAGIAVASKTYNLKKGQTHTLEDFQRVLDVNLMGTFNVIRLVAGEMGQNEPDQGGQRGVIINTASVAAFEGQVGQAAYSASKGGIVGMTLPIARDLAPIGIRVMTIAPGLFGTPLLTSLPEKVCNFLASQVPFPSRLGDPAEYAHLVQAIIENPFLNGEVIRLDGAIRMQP
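Buffer 100 mM Tris-HCl pH 9.0/0.01% Tween-20; HADH2 20 nM; NAD+ 1 mM; beta-hydroxybutyryl-CoA 90 uM (all final). 15 min cpd preincubation, RT.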
Epigenetic mod: epigenetic GFP locus derepression in mouse cells. mouse C127i GFP locus derepression, cytometry, 30 h. Potency, µM (doses to about 46.1 µM), without a hit: at the highest dose GFP derepression (activation). 68,000 compounds, 0.09% hits. AID 597; also: % of control where 0% means no effect
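Murine C127i mammary cells carrying a silenced, stably integrated CMV-driven GFP reporter were treated with compound for 30 hours at 37 C. After PBS washes, GFP-positive cells were counted by laser-scanning microplate cytometry.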
Pol III holo inh: inhibitors of bacterial DNA polymerase III holoenzyme. reconstituted DNA polymerase III holoenzyme replication, biochemical. Potency, µM (doses to about 57.1 µM), for the others: at the highest dose activity change, negative = inhibition. 71,000 compounds, 0.25% hits; also: potency is read from the fitted curve at half-maximal effect; % is scaled to controls: 0 for no effect and ±100 for the full control effect
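Reconstituted *E. coli* holoenzyme (0.35 nM Pol III, 1 nM beta, 154 nM SSB, 2 nM primase) was preincubated with compound for 15 min at RT. Synthesis on 1.4 nM ssM13Gori ran 35 min, then was stopped with PicoGreen/EDTA and read as dsDNA fluorescence.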
Hsp90 Hop PPI: changes Hsp90-Hop TPR2A binding signal, up or down; AlphaScreen TPR2A-His6 binding biotin-Hsp90 C-terminal peptide; AID 595; 71,000 compounds, 0.44% hits; Potency, µM (titrated, usually from 57 µM), for inactives: at the top dose activity change, negative = inhibition; active = well fitted curve in either direction with a large enough effect; inconclusive = small, poorly fitted or top-dose-only effect, or another doubt; also: potency is read from the fitted curve at half-maximal effect; % is scaled to controls: 0 for no effect and ±100 for the full control effect; many of its hits are not listed in these tables
An asterisk follows results filed as active; u = inconclusive; x = not tested or not shown; & = joins results of further samples; [ ] = remark or other dose. Unless noted, calls follow the shape of the dose curve; as a rule, active = well fitted curve in the direction sought with a large enough effect; inconclusive = small, poorly fitted or top-dose-only effect, or another doubt; inactive = no such curve, though single readings can be large; an effect the other way counts as inactive or inconclusive. A portion of the library; rates above refer to the full screens.

SMILES	BRCT PPI red	CRE Fsk mod	ALOX15 inhib	USP2a inh	HBB splicing	UbGFP stabilizer	BRCT inh green	HADH2 inh	Epigenetic mod	Pol III holo inh	Hsp90 Hop PPI
COc1ccc(Cl)c(S(=O)(=O)N2CCCC2)c1	0.0%	-5%	2%	1%	0.3%	6%	-0.9%	-3%	0%	-8%	-1%
CN1CCN(C(=O)c2ccc(CN3CCOCC3)cc2)CC1	-1.3%	-4%	-5%	-8%	0.5%[9.22 µM]	-8%	-1.0%	1%	-2%	-4%	2%
O=S(=O)(c1ccc(Cl)cc1)c1ccccn1	-1.3%	-2%	4%	-6%	-1.0%	5%	-3.0%	3%	1%	-5%	3%
COc1ccc(-c2cc(C(F)(F)F)nc(S(=O)(=O)CCC(=O)N3CCOCC3)n2)cc1	-5.4%	u	-5%	16%	-2.2%	-2%	-3.1%	49%[activator]	1%	-11%	-9%
Cc1ccc(S(=O)(=O)N2CCC(C(=O)N[C@@H](C)C(=O)NC3CCCCC3)CC2)cc1	0.9%	-1%	0%	7%	-0.2%	-8%	-0.2%	0%	6%	-5%	0%
Nc1cccc2c1C(=O)N(C(=O)c1ccc(S(=O)(=O)N3CCCCCC3)cc1)C2=O	0.4%	u	-9%	30%[activator]	0.0%[57.5 µM]	-4%	-2.0%	-6%	-4%	0%	-1%
Cc1ccccc1Cn1c(C(C)O)nc2ccccc21 (configuration not stated)	-1.4%	-5%	2%	-4%	-3.5%	1%	-2.1%	6%	0%	-5%	-2%
O=C(Nc1ccc(OCC(=O)N2CCN(S(=O)(=O)c3ccccc3)CC2)cc1)c1ccco1	-1.5%	-12%	-16%	21%	0.1%[57.5 µM]	1%	2.3%	10%	0%	-5%	-6%
CCn1c(SCC(=O)c2cccs2)nnc1-c1ccco1	0.6%	-2%	-2%	-5%	-5.2%	3%	0.3%	-16%	2%	4%	-1%
CCN1CCN(CC(=O)NC2CCCC2)C(=O)C1=O	-0.1%	0%	3%	x	0.3%	-4%	0.2%	-5%	x	-4%	-2%
Cc1cccn2c(=O)c(C=Nc3ccccc3)c(NCc3ccco3)nc12	-0.6%	u	2%	19%	-0.1%	-1%	-0.8%	-5%	21%	-7%	4%
C=CCOC(=O)C1=C(C)NC2(O)c3ccccc3C(=O)C12O (configuration not stated)	0.8%	0%	7%	x	0.0%[57.5 µM]	1%	-0.5%	-5%	4%	-4%	0%
CC(C)(C)Nc1nc(C(N)=O)nc(N2CCOCC2)n1	0.8%	21%	6%	3%	1.2%	-5%	-1.2%	-3%	-3%	-5%	-12%
CS(=O)(=O)N(CCc1ccccc1)CC(=O)NCc1cccnc1	-1.4%	-12%	2%	4%	-1.3%	1%	-2.5%	-2%	9%	-4%	-3%
Oc1ccc(Cl)cc1Cc1cc(Cl)cc(Cc2cc(Cl)ccc2O)c1O	0.5%[15.4 µM]	u	-14%[11.4 µM]	x	0.3%[9.22 µM]	1%[9.17 µM]	0.5%[15.4 µM]	-16%[11.4 µM]	-3%[9.22 µM]	-6%[11.4 µM]	-4%[11 µM]
COc1ccc(OC)c(CNC(=O)C2CCN(S(=O)(=O)N3CCCC3)CC2)c1	-1.3%	-7%	4%	5%	-0.4%	-7%	-2.1%	-1%	0%	-1%	0%
CN(c1nc(-c2ccccc2)cs1)C1CCS(=O)(=O)C1 (configuration not stated)	-0.1%	4%	-1%	0%	0.4%	-7%	-3.3%	6%	1%	-4%	-8%
CCC(=O)N1CCc2cc(S(=O)(=O)CCC(=O)Nc3ccc(C)c(F)c3)ccc21	0.0%	u	5%	17%	-0.1%	-9%	-0.6%	-5%	-2%	-1%	-4%
CC1=C(C)C(=O)N(c2ccc(C(=O)O)cc2)C1=O	1.0%	-9%	5%	-5%	0.5%	0%	1.2%	5%	0%	-6%	2%
CCOC(=O)C(C(=O)Nc1ccccn1)C1CCCCC1 (configuration not stated)	0.1%	-3%	-1%	-2%	-0.7%[9.22 µM]	11%	1.1%	2%	-2%	3%	1%
N[C@H](C(=O)O)c1cc(O)cc(O)c1	1.0%&0.9%	-13%&-9%&-6%	u	6%	-0.7%	4%&3%&3%	1.0%&1.5%	-14%&-20%&-24%	-1%&-1%&-2%	-6%&-9%&-4%	u
COC(=O)c1c(C)oc2cc(Br)c(OCC(=O)C(C)(C)C)cc12	0.5%	15%	0%	1%	0.0%	-6%	-1.2%	12%	1%	4%	u
CS(=O)(=O)c1sc2nc(-c3cccs3)cc(-c3ccccc3)c2c1N	-4.5%	-5%	u	19%	x	-2%	2.5%	25µM*	-1%	0%	u
COc1ccc(OC)c(NC(=O)C2CC(C)=C(C)CC2C(=O)O)c1 (configuration not stated)	2.3%	1%	7%	1%	-4.5%	-16%	-0.1%	-1%	2%	-3%	-5%
O=C(NCc1ccco1)C1CN(S(=O)(=O)c2ccccc2)CCN1S(=O)(=O)c1ccccc1 (configuration not stated)	-1.3%	-9%	-15%	213%[activator]	x	-8%	-0.9%	4%	0%	-13%	u
Cc1ccccc1NC(=O)CSc1nc2c(c(-c3ccco3)c1C#N)CCCC2	-0.5%	11%	-7%	8%	1.7%[57.5 µM]	-2%	-1.4%	-17%	-1%	2%	-1%
COCC(=O)Nc1nnc(C2CCCCC2)s1	0.2%	0%	4%	-6%	1.3%	3%	-0.1%	-12%	2%	2%	-4%
Cn1cccc1C(=O)N1CCC[C@@]2(CCN(C(c3ccccc3)c3ccccc3)C2)C1	0.8%	-8%	-22%	44%[activator]	-1.8%	-9%	-3.3%	1%	0%[9.22 µM]	8%	-18%
Cc1csc2nc(CSc3ccc(Cl)cc3)cn12	0.3%	-8%	-8%	18%	2.5%[0.369 µM]	x	-2.4%	10µM*	-2%	-2%	-2%
COC(=O)c1cc(NC(=O)CN2CCOCC2)cc(C(=O)OC)c1	-0.6%	-5%	0%	-3%	0.0%[57.5 µM]	-1%	-1.5%	0%	-3%	-8%	-3%
CC(C)C[C@H](NC(=O)N1CCCCCC1)C(=O)N[C@H](Cc1cn(C)c2ccccc12)C(=O)N[C@H](Cc1ccccn1)C(=O)O	-5.9%	u	-10%[25.6 µM]	x	x	7%	-7.2%	u	-1%	-5%	-3%
O=C(CCC(=O)OCC(=O)c1ccccc1)NC1CCCCC1	1.0%	-6%	7%	-7%	-5.4%	-10%	-0.3%	4%	-2%	0%	0%
O=C1/C(=C/c2ccccc2)[C@@H](NC2CCCCC2)c2ccccc21	-1.6%[15.4 µM]	u	-18%[11.4 µM]	x	-0.9%[9.22 µM]	0%[9.17 µM]	-0.8%[15.4 µM]	-22%[11.4 µM]	u	-12%[11.4 µM]	0%[11 µM]
Cc1ccc(C)c(N2CCN(C(=O)CCCCn3c(=O)[nH]c4ccccc4c3=O)CC2)c1	1.5%	u	u	35%[activator]	-1.8%	15%	-0.6%	-17%	-3%	1%	-11%
CN1CCC[C@H](C(=O)OCC(=O)[C@]2(O)CC[C@@H]3[C@H]4CCC5=CC(=O)CC[C@@]5(C)[C@H]4[C@@H](O)C[C@]32C)C1	-0.5%[15.4 µM]	-3%[7.6 µM]	-2%[11.4 µM]	x	2.6%[9.22 µM]	-6%[9.17 µM]	-1.9%[15.4 µM]	14%[11.4 µM]	-2%[9.22 µM]	-3%[11.4 µM]	-3%[11 µM]
CC(C)c1[nH]nc2c1C1(CCN(Cc3ccccc3)CC1)C(C#N)=C(N)O2	-0.7%	-7%	-9%	3%	2.8%	3%	-9.4%	3%	-2%	0%	0%
O=C(Nc1cc(=O)c2ccccc2o1)N1CCOCC1	0.9%	u	0%	20%	0.0%[9.22 µM]	-2%	3.0%	5%	0%	-3%	-2%
CCOC(=O)Cc1csc(NC(=O)CN(C)S(=O)(=O)c2ccc3c(c2)CCC(=O)N3)n1	-1.2%	-1%	5%	x	-0.4%	-3%	0.0%	-15%	x	-5%	-1%[2.3 µM]
O=C(CN1CCOCC1)Nc1ccc(C2CCCCC2)cc1	-0.9%	11%	-3%	25%	x	-1%	-1.3%	2%	-3%	-2%	-1%
